SW480 rereplic = A quantitative high throughput screen for small molecules that induce DNA re-replication in SW480 colon adenocarcinoma cells; hit rate 1.8% among 340,000; AID 624297, 2012; SW480 DNA re-replication, Hoechst DNA content imaging, 48 h; Potency, µM (titrated, usually from 46.1 µM), inactives show at the top dose re-replication activation, most hits filed as activators; also: potency is read from the fitted curve at half-maximal effect; % of control where 0% means no effect; nearly all actives have a fitted effect of over 55% in size
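Cells (250 per well) received 23 nL compound or DMSO by pin tool and were kept 48 hr at 37 C, 5% CO2. Nuclei were then stained with Hoechst for 40 min and scanned for DNA content.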
KB-3-1 tox = qHTS assay for MDR1-selective chemotherapeutics: Primary screen using the parental adenocarcinoma cell KB-3-1 | hit rate 1.4% among 400,000 | KB-3-1 viability, CellTiter-Glo ATP luminescence, 72 h | AID 1347075, 2019 | Potency, µM (doses to about 46.1 µM), without a hit: at the highest dose activity change, negative = cytotoxic, hits mostly cytotoxic; also: potency is read from the fitted curve at half-maximal effect; % is scaled to controls: 0 for no effect and ±100 for the full control effect; nearly all actives have a fitted effect of over 60% in size
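Multi-concentration cytotoxicity screen in KB-3-1 cells grown in DMEM lacking phenol red with 10% FBS. After 72 h at 37 °C with compound, ATP-dependent luminescence was recorded.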
IL-1B inflam inh = qHTS for Inhibitors of Inflammasome Signaling: IL-1-beta AlphaLISA Primary Screen | THP-1 LPS/ATP IL-1B secretion, AlphaLISA, 16 h; hits give low values | activity change, % at 57.5 µM | hit rate 4.7% among 360,000; in the data active = activity change below about -50%; inconclusive = mostly about -30% to -49%; also: % is scaled to controls: 0 for no effect and ±100 for the full control effect
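THP-1 cells pretreated 1 hr with compounds (up to 57.5 uM final), then stimulated with LPS (250 ng/mL final) plus ATP (1.25 mM final); secreted IL-1B measured by AlphaLISA after 16 hr, decreased signal indicating inhibition.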
HT1080 IDH1KD tx = qHTS for induction of synthetic lethality in tumor cells producing 2HG: qHTS for the HT-1080-IDH1KD cell line | Potency, µM (top dose mostly 46.1 µM), for inactives: top-dose activity, negative = toxicity, hits mostly cytotoxic | AID 686971, 2013 | hit rate 2% among 360,000 | HT-1080 IDH1 knockdown viability, ATP luminescence, 48 h;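 also: potency is read from the fitted curve at half-maximal effect; 0% = DMSO wells and -100% = cell-free medium wells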
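Cytotoxicity counter-line: IDH1KD HT-1080, 48 h, CellTiter-Glo. Curves classed by r2, magnitude and activity.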
MCF10A rereplic = A quantitative high throughput screen for small molecules that induce DNA re-replication in MCF 10a normal breast cells | MCF 10A DNA re-replication, Hoechst nuclear intensity, 48 h | Potency, µM (series often up to 46.1 µM), without a hit: at the highest dose activity, positive = re-replication, most hits filed as activators | hit rate 2.9% among 350,000; also: potency is read from the fitted curve at half-maximal effect; % of control where 0% means no effect; nearly all actives have a fitted effect of over 50% in size
ATXN2 expr inh = Primary qHTS for Inhibitors of ATXN expression. HEK-293 ATXN2-luciferase reporter, luminescence, 24 h. AID 1745845, 2022. hit rate 0.72% among 360,000. Potency, µM (series often up to 57 µM), inactives show at the highest dose activity change, negative = inhibition, actives largely listed as inhibitors; also: potency is read from the fitted curve at half-maximal effect; % is scaled to controls: 0 for no effect and ±100 for the full control effect; nearly all actives have a fitted effect of over 55% in size
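qHTS (up to 57 uM final) was run with 24 h compound exposure of reporter cells at 37 °C. Each well was multiplexed: SteadyGlo luminescence measured ATXN2-luciferase expression after a fluorogenic Gly-Phe-AFC viability readout (25 uM final).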
WRN helicase inh = qHTS for Inhibitors of WRN Helicase | AID 651768, 2012 | hit rate 0.46% among 360,000 | Bifunctional 3'-5' exonuclease/ATP-dependent helicase WRN (Homo sapiens), Q14191 | WRN helicase unwinding, fluorescent forked duplex, kinetic | Potency, µM (top dose mostly 114 µM), for inactives: at the top dose activity change, negative = inhibition, hits mostly inhibitors; also: potency is read from the fitted curve at half-maximal effect; % is scaled to controls: 0 for no effect and ±100 for the full control effect; nearly all actives have a fitted effect of over 55% in size
Target sequence (Q14191 whole entry, looked up): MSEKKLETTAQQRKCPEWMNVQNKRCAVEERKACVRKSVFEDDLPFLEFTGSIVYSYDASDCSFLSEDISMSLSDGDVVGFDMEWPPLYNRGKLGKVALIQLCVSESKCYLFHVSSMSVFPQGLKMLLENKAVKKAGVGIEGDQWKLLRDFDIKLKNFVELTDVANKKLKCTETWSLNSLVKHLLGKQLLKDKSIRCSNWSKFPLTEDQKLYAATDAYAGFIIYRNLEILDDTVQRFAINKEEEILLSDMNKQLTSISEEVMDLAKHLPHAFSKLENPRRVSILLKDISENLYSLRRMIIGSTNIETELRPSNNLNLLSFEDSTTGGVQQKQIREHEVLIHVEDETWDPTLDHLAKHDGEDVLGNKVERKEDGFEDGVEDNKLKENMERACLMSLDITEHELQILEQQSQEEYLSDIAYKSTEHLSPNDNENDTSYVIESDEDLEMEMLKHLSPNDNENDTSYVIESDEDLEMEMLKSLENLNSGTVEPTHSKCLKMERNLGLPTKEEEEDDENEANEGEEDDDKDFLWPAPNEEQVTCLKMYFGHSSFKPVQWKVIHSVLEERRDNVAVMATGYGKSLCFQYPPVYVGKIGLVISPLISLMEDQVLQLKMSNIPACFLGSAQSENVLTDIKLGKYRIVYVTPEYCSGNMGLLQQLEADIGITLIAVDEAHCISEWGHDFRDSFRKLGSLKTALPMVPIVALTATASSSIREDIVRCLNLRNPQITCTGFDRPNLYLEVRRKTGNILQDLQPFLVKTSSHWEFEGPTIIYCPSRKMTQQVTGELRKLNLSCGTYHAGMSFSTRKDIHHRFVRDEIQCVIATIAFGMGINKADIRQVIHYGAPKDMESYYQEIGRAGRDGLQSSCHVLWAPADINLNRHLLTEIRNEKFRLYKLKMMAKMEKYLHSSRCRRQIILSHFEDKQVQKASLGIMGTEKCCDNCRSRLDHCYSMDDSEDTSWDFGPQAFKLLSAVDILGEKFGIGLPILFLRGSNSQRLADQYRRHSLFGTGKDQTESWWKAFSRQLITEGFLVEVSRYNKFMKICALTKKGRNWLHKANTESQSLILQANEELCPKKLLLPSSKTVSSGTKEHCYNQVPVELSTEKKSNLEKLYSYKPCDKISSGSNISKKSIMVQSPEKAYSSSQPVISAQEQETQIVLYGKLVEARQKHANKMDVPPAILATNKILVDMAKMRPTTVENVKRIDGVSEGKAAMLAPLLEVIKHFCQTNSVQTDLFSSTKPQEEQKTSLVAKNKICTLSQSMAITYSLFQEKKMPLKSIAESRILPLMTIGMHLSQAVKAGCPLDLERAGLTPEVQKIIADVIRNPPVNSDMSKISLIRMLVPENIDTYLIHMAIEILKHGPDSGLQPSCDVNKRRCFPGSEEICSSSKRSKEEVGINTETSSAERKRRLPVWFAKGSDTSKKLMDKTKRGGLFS
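Kinetic fluorescence helicase assay: unwinding of a quenched forked DNA duplex (100 nM final) with 2 mM ATP final raises red fluorescence (525/598 nm). Compounds sat 15 min at room temperature with 20 nM WRN beforehand.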
HT1080-NT tox = qHTS for induction of synthetic lethality in tumor cells producing 2HG: qHTS for the HT-1080-NT fibrosarcoma cell line; hit rate 1.6% among 360,000; Potency, µM (top dose mostly 46.1 µM), inactives show at the highest dose activity, negative = less viability, most hits filed as cytotoxic; HT-1080-NT fibrosarcoma viability, CellTiter-Glo ATP luminescence, 48 h;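 also: NT is the 2HG producing partner of a matched IDH1 knockdown line; potency is read from the fitted curve at half-maximal effect; 0% = DMSO-treated cells and -100% = media-only wells without cells; nearly all actives have a fitted effect of over 55% in size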
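Viability of the 2HG-overproducing fibrosarcoma line after 48 hours of compound exposure at 37 degrees C was determined by luminescence with CellTiter-Glo, and concentration-effect curves were then fitted and categorized.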
KB-V1 cytotox = qHTS assay for MDR1-selective chemotherapeutics: Primary screen using the drug-selected MDR subline cells KB-V1; hit rate 3.4% among 400,000; Potency, µM (doses to about 46.1 µM), inactives show top-dose activity change, negative = cytotoxicity, most hits filed as cytotoxic; KB-V1 MDR cells viability, CellTiter-Glo, 72 h; also: potency is read from the fitted curve at half-maximal effect; % is scaled to controls: 0 for no effect and ±100 for the full control effect; nearly all actives have a fitted effect of over 60% in size
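qHTS viability screen in drug-selected KB-V1 MDR cells: 72 h compound treatment at 37 degrees C, ATP luminescence end point.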
* hit, by the source's call; i = inactive; ? = inconclusive; nt = no result given; [ ] = remark or other dose. Unless noted, calls follow the shape of the dose curve; as a rule, active = well fitted curve in the direction sought with a large enough effect; inconclusive = small, poorly fitted or top-dose-only effect, or another doubt; inactive = no such curve, though single readings can be large; an effect the other way counts as inactive or inconclusive.

item	Compound	KB-V1 cytotox	IL-1B inflam inh	SW480 rereplic	HT1080-NT tox	WRN helicase inh
1	CC(=O)Nc1cccc(/C(C)=N/Nc2nc3ccccc3s2)c1	?	-19	0%	-11%	-5%
2	O=S(=O)(NC1CCC(NS(=O)(=O)c2c(F)cccc2F)CC1)c1ccc2c(c1)OCCO2 (centres undefined)	10%	nt	28%	nt	nt
3	COc1cc([N+](=O)[O-])ccc1NC(=O)Cn1ccsc1=N	-7%	-22	-3%	-21%	2%
4	Cc1ccc(Cn2c(CCNc3nc(-c4ccc(Cl)c([N+](=O)[O-])c4)cs3)nc3cc(C(=O)NCCCO)ccc32)cc1	10%	10	-2%	?	-6%
5	COC(=O)C1=C(C)NC(=O)/C1=C\c1cc(C)n(-c2cccc(C)c2)c1C	25%	?	2%	3%	-16%
6	COc1ccc(/C=C/C(=O)Nc2ccc(-c3nnc4n3CCCCC4)cc2)c(OC)c1	-3%	-53*	0%	-14%	-14%
7	NC(Cc1ccccc1)c1csc(Nc2ccc(C(F)(F)F)cn2)n1 (centres undefined)	?	-53*	nt	?	3%[57.1 µM]
8	Cc1ccc(NC(=O)C(=O)Nc2ccccn2)cc1	-2%	-3	-2%	-1%	6%
9	COc1ccc(C(=O)NC(=S)Nc2ccc3oc(=O)ccc3c2)cc1	1%	4	-2%	8%	-8%
10	NC(=O)COc1ccc(C2c3c(oc4ccccc4c3=O)C(=O)N2CC2CCCO2)cc1 (centres undefined)	24%	13	-2%	6%	10%
11	O=C(Nc1ccccc1Cl)c1ccc(=O)[nH]n1	8.2µM*	20	?	9%	6%[57.1 µM]
12	CN1CCN(Cc2ccc(OCc3ccccc3)cc2)CC1	-22%	-13	3%	2%	-1%
13	O=c1c([N+](=O)[O-])cc(C(F)(F)F)cn1Cc1c(Cl)cccc1Cl	-23%	0	-2%	0%	0%
14	Cc1oc(-c2ccc(Cl)cc2)cc1C(=O)O	7%	-3	1%	0%	8%
15	Cc1ccn2c(=O)nc(SCC(=O)N3CCC(Cc4ccccc4)CC3)nc2c1	-26%	-1	-23%	0%	-19%

item	KB-3-1 tox	ATXN2 expr inh	MCF10A rereplic	HT1080 IDH1KD tx
1	3%	64%[activator]	11%	-11%
2	0%	0%	?	nt
3	-12%	-29%	1%	-13%
4	0%	?	?	?
5	-6%	18%	?	16%
6	-19%	-9%	8%	-24%
7	?	?	nt	?
8	-9%	?	-6%	0%
9	17%	-27%	?	0%
10	7%	19%	-17%	-1%
11	7.3µM*	11%	9%	15%
12	-1%	-6%	18%	-15%
13	-14%	-7%	17%	3%
14	-6%	43%[activator]	2%	-10%
15	-12%	-7%	3%	2%

Continuation.
item	Compound	KB-V1 cytotox	IL-1B inflam inh	SW480 rereplic	HT1080-NT tox	WRN helicase inh
16	Cc1ccc(OCCNC(=O)CCNS(=O)(=O)c2ccc3ccccc3c2)cc1	0%	0	-9%	?	-15%
17	FC(F)(F)c1ccccc1NC(=S)N1CCCCCC1	10%	-5	-3%	8%	7%
18	CCC(CC)C(=O)Nc1cccc(C(=O)Nc2ccc(S(N)(=O)=O)cc2)c1	28%	9	?	-7%	-5%
19	Cc1cccc(C(=O)Nc2ccc(C(=O)Nc3ccc(O)cc3)cc2)c1	-15%	i	-1%	21µM*	4%
20	COc1cc(NC(=O)COC(=O)CO/N=C(\C)c2ccc3c(c2)OCO3)cc(OC)c1OC	0%	11	-5%	1%	10%
21	CC(C)Cn1cnc2c1c(=O)[nH]c(=O)n2Cc1ccccc1	-15%	0	-3%	9%	6%
22	Cc1cc(NC(=O)CCCn2nc(C)c([N+](=O)[O-])c2C)no1	-8%	26	-7%	10%	-3%
23	N#Cc1c(N2CCCCC2)nc(N)c2c(N)nc3c(c12)CC(c1ccccc1)O3 (centres undefined)	?	-9	-7%[9.22 µM]	-17%	-4%
24	O=C1CCCC(NCCCCCCNC2=C([N+](=O)[O-])C(=O)CCC2)=C1[N+](=O)[O-]	4%	16	0%	16%	5%
25	Cc1ccc2c(C)c(C(=O)N3CCC(C(N)=O)(N4CCCCC4)CC3)oc2c1C	?	-9	nt	-7%	-1%
26	CCOc1cc(/C=N/NC(N)=O)cc(Br)c1OCc1ccccc1F	-30%	-2	2%	3%	?
27	COc1ccc2c(c1)CCC1C2=NN(/C(C)=C/C(C)=O)C1c1cccc(F)c1 (centres undefined)	?	33	?	-10%	-12%
28	OCCC1CN(Cc2cnc(-c3ccccc3)s2)CCN1C1CCCC1 (centres undefined)	?	-81*	?	-3%	-33%[57.1 µM]
29	Cc1cccc(NC(=O)CCSc2nc(C)cc(C)n2)c1	20%	-1	-1%	2%	7%
30	Cn1cccc1C(=O)c1ccc(Cl)cc1Cl	9%	-7	-5%	-1%	-1%

item	KB-3-1 tox	ATXN2 expr inh	MCF10A rereplic	HT1080 IDH1KD tx
16	-13%	-36%	?	-20%
17	25%	1%	-2%	12%
18	16%	-2%	-17%	2%
19	-2%	?	15µM*	7.3µM*
20	-17%	1%	-1%	11%
21	13%	nt	-4%	-2%
22	13%	-5%	-1%	9%
23	-7%	-1%	?	-24%
24	8%	-24%	-4%	13%
25	-5%	nt	nt	-22%
26	-4%	-30%	17%	0%
27	-6%	-6%	?	-19%
28	-18%	-19%[11.3 µM]	7%	-7%
29	2%	-1%	0%	-2%
30	0%	-2%	-3%	3%

An excerpt of these results, in markdown.
| No. | Compound | KB-V1 cytotox | IL-1B inflam inh | SW480 rereplic | HT1080-NT tox | WRN helicase inh | KB-3-1 tox | ATXN2 expr inh | MCF10A rereplic | HT1080 IDH1KD tx |
| --- | --- | --- | --- | --- | --- | --- | --- | --- | --- | --- |
| 14 | Cc1oc(-c2ccc(Cl)cc2)cc1C(=O)O | 7% | -3 | 1% | 0% | 8% | -6% | 43%[activator] | 2% | -10% |
| 15 | Cc1ccn2c(=O)nc(SCC(=O)N3CCC(Cc4ccccc4)CC3)nc2c1 | -26% | -1 | -23% | 0% | -19% | -12% | -7% | 3% | 2% |
| 16 | Cc1ccc(OCCNC(=O)CCNS(=O)(=O)c2ccc3ccccc3c2)cc1 | 0% | 0 | -9% | ? | -15% | -13% | -36% | ? | -20% |
| 17 | FC(F)(F)c1ccccc1NC(=S)N1CCCCCC1 | 10% | -5 | -3% | 8% | 7% | 25% | 1% | -2% | 12% |

New compounds follow:
item	Compound	KB-V1 cytotox	IL-1B inflam inh	SW480 rereplic	HT1080-NT tox	WRN helicase inh
31	Cn1nnnc1SCc1cccc(CSc2nnnn2C)n1	19%	-9	-4%	0%[9.24 µM]	-3%
32	CCN(CC)S(=O)(=O)c1ccc(/C=C/C(=O)OCC(=O)NNC(=O)c2ccc(OC)cc2)cc1	?	12	-38%	-7%[9.24 µM]	-6%
33	CC1CC(O)C(C)CN1 (centres undefined)	10%	3	-9%[9.22 µM]	16%	-20%
34	Cc1ccccc1NC(=O)c1ccc(OCC(=O)Nc2ccccc2F)cc1	-8%	-26	-6%	-1%	-1%
35	CC(=O)c1ccc(NC(=O)C(C)Sc2nnnn2C)cc1 (centres undefined)	-8%	-1	0%	2%	5%
36	COC(=O)c1cc(NC(=O)C2CC(=O)NC(=NCc3ccc(OC)cc3)S2)cc(C(=O)OC)c1 (centres undefined)	?	12	1%	10%	-5%
37	COC(=O)[C@@]12C[C@@H](CC(=O)NCc3ccc(C)o3)C(=O)N(Cc3ccco3)C1=CCC(C)(C)C2	?	-11	nt	1%	-5%
38	NC(=O)C1CCN(C(=O)c2ccc(OCC(=O)Nc3cccc(C(F)(F)F)c3)cc2)CC1	-3%	6	1%	7%	-1%
39	O=C(COC(=O)CCOc1ccccc1)NCCC1=CCCCC1	0%	17	-4%	16%	-3%
40	O=C(CN(C(=O)c1csnn1)c1cccc2c1CCCC2)NCc1ccc(F)cc1	?	-19	-7%	-2%	2%
41	Cc1ccc(S(=O)(=O)c2nc(-c3cccs3)oc2SCC(N)=O)cc1	-10%	7	0%	-17%	-11%
42	Cc1cc(C)cc(N(C(=O)C(F)(F)F)C(C(=O)NC2CCCCC2)c2cccs2)c1 (centres undefined)	7%	18	-3%	0%	1%
43	O=C(Nc1ccc2c(c1)OCO2)c1ccc(Br)s1	1%	-22	2%	?	-6%

item	KB-3-1 tox	ATXN2 expr inh	MCF10A rereplic	HT1080 IDH1KD tx
31	-7%	-14%	2%	-1%
32	9%	5%	-3%	0%
33	-11%	7%	-10%	17%
34	-2%	-15%	24%	0%
35	-8%	7%	-9%	-3%
36	1%	-9%	2%	17%
37	-8%	nt	nt	-11%
38	2%	-8%	6%	5%
39	-1%	-5%	-5%	10%
40	-21%	6%	0%	-2%
41	19%	-20%	0%	-1%
42	-2%	2%	-2%	6%
43	12%	117%[activator]	3%	-23%

Screening data: PubChem, National Center for Advancing Translational Sciences (NCATS)
